ssDAF12 agonist – activates DAF-12 receptor from parasite S. stercoralis. HEK293 ssDAF-12/GRIP1 lit1-tk-luc reporter, luminescence; % of 3 µM dafachronic acid response. activation, % at 6.8 µM. 370,000 compounds, 1% hits. AID 652126;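 active means activation above the mean over all tested compounds plus 3 SD, cut at about 0.9% in these data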;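 further: 0% = DMSO-only wells and 100% = 3 µM delta7-dafachronic acid wells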
SMARCA2 activ – activators of SMARCA2 function; MG213 cells, MMTV-luciferase reporter, dexamethasone, overnight; activation, % at 9.1 µM; 370,000 compounds, 1% hits; in the data active means activation above about 7.8%;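 further: 0% = vehicle wells and 100% = reference activator wells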
DAX1 inh-1 – inhibitors of DAX1 repression of SF-1 activated StAR promoter | HEK293T StAR-luciferase reporter, SF-1/DAX-1 repression relief | inhibition, % at 6.8 µM | 370,000 compounds, 1.1% hits | AID 652010;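 active means inhibition above the mean over all tested compounds plus 3 SD, cut at about 3.6% in these data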;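 further: 0% = DAX-1 cells with DMSO and 100% = cells lacking DAX-1 with DMSO; higher inhibition means more luminescence from relief of DAX-1 repression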
DAX1 inh-2 – NR0B1 (DAX1) inhibition | 340,000 compounds, 0.99% hits | inhibition, % at 6.75 µM | AID 504766 | P51843 | HEK293 Gal4-DAX1 luciferase reporter, luminescence;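 active means inhibition above the mean over all tested compounds plus 3 SD, cut at about 4.2% in these data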;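 further: 0% = DAX1-transfected cells with DMSO and 100% = empty-vector control cells with DMSO; inhibition shows as a rise in luminescence from relieved DAX1 repression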
Target sequence (P51843 207-470 limits assumed): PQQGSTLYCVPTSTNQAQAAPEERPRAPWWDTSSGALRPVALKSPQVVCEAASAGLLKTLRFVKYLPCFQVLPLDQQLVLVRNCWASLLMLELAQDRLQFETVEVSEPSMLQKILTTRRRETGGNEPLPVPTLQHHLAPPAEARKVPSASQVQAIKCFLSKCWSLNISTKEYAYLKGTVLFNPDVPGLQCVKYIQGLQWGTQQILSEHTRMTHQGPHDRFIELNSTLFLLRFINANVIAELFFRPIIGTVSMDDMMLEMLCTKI
hgDAF-12 ag – agonists of H. glycines DAF-12 nuclear receptor | HEK293 GAL4-hgDAF12 UAS-luciferase reporter, agonist luminescence; normalized to butyrate control | activation, % at 6.8 µM | 370,000 compounds, 1.8% hits | AID 687014;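 active means activation above a cutoff set at the mean of all screened compounds plus 3 SD, cut at about 10% in these data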;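 further: 0% = DMSO wells and 100% = sodium butyrate wells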
HGIII-sPLA2 inh – Inhibits HGIII-sPLA2 liposome hydrolysis, primary screen; Q9NZ20; QFRET BODIPY PC-A2 liposome hydrolysis, fluorescence; inhibition, % at 12.2 µM; 370,000 compounds, 0.56% hits; AID 743126;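 active means inhibition above mean plus 3 SD of compounds lying within the high and low control bounds, cut at about 19% in these data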;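 further: 0% = median of test compound wells and 100% = no enzyme DMSO wells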
PLCb3 inh – blocks human PLC-beta3 enzyme activity. AID 720704. inhibition, % at 12.2 µM. 370,000 compounds, 0.18% hits. Purified PLC-beta3, fluorogenic substrate, fluorescence. Q01970; in the data active means inhibition above about 11%;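 further: 0% = median of compound wells on plate and 100% = full blocker control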
hcDAF-12 act – activators of H. contortus DAF-12 nuclear receptor; HEK293 hcDAF-12 lit1-tk-luc reporter, luminescence; 0% DMSO, 100% Δ7-dafachronic acid; activation, % at 6.8 µM; 370,000 compounds, 1.4% hits; AID 652067;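 active means activation above the mean of all tested compounds plus 3 SD, cut at about 5.5% in these data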;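 further: 100% = response to 3 µM Δ7-dafachronic acid high control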
PG9 Ab binder – PG9 antibody binding by small molecule; TR-FRET gp120-PG9 antibody binding; inhibition, % at 6.7 µM; 360,000 compounds, 0.43% hits; in the data active means inhibition above about 8.5%
GAA850 FXN act – increases GAA850 frataxin promoter reporter activity. HEK293 lucGAA850 FXN promoter luciferase reporter, 24 h; percent of 10 µM SAHA response. activation, % at 6 µM. 360,000 compounds, 0.56% hits;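 active means activation above the average of all compounds screened plus 3 SD, cutoff fixed separately per campaign, cut at about 7.5% in these data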;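 further: 0% = DMSO wells and 100% = 10 µM SAHA wells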
NR1D1 modulator – modulators of human Rev-erb alpha DNA binding | AID 1259318 | 370,000 compounds, 0.79% hits | Rev-erbα–FITC-DNA binding, fluorescence polarization, 90 min | activity, % at 10 µM;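 active means activity above about 14%, limit read from the data; passing the limit was not always enough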;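 further: 0% = DMSO wells with 35 nM protein and 100% = DMSO wells with 750 nM protein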
Target sequence (P20393 whole entry, looked up): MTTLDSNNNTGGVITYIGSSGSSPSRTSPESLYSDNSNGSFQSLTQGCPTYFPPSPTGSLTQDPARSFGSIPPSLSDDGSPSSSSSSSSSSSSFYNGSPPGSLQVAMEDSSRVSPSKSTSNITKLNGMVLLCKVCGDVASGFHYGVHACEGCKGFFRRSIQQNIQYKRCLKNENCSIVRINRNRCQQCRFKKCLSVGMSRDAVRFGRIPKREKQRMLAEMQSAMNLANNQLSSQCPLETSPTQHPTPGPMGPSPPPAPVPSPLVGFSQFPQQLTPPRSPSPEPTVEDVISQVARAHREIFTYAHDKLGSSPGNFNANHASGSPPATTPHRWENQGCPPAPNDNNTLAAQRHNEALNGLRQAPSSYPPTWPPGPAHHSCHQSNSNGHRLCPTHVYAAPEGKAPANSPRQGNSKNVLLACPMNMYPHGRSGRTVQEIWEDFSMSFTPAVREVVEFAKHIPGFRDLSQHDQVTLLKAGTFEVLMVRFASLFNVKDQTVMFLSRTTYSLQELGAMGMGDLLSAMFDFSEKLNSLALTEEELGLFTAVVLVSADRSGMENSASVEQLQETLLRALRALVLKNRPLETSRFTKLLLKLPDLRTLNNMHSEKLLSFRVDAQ
An asterisk follows results filed as active; i = inactive; . = not tested or not shown.

Values in the order: ssDAF12 agonist, SMARCA2 activ, DAX1 inh-1, DAX1 inh-2, hgDAF-12 ag, HGIII-sPLA2 inh, PLCb3 inh, hcDAF-12 act, PG9 Ab binder, GAA850 FXN act, NR1D1 modulator
[1] CC1(C)C([N+](=O)[O-])C(c2ccc(F)cc2)NC(c2ccc(F)cc2)C1[N+](=O)[O-] (centres undefined)
→ -1.3, -2, -0.3, 1.6, -0.9, -6, -5, 1.2, -1.2, 1.5, -4
[2] Cc1cccc(CSc2nnc(CCNC(=O)OC(C)(C)C)o2)c1
→ -1.3, -5, 0.3, ., -1.6, -8, -4, -1.5, -1.8, 0.2, -4
[3] CCc1ccc(-c2cnc3nc[nH]c(=O)c3n2)cc1
→ -1.5, 4, 0.3, 3.1, 2.5, -10, i, 1.9, -1.7, 1.8, -3
[4] CCOC(=O)c1c[nH]c2c(C(=O)c3ccccc3)cc(Cl)cc2c1=O
→ -0.7, -3, 0.1, 1.3, -1.0, 4, -4, -0.5, -1.6, -2.1, 3
[5] COc1ccccc1NC(=O)C(=O)N/N=C/c1cccs1
→ -0.6, 5, 1.2, 0.7, 7.8, 2, 0, 6.2*, -0.4, 6.6, -7
[6] CC(C)CCNC(=O)CSc1nnc(-c2ccc(S(=O)(=O)N3CCCC3)cc2)n1C
→ -0.2, -3, -0.2, -0.3, -1.7, 1, 3, -1.6, 1.2, -1.5, 2
[7] COc1ccc2oc(C(=O)OCC(=O)NC(C)(C#N)C3CC3)c(C)c2c1 (centres undefined)
→ -1.2, 0, 0.2, 1.6, -1.7, -8, -160, -1.9, 0.1, -1.9, -10
[8] Cc1nn(Cc2ccc([N+](=O)[O-])cc2)c(=O)n1-c1ccc(F)cc1
→ -1.2, -5, -0.2, 0.4, -1.6, 1, -1, 1.4, 1.6, -1.2, -2
[9] O=C(c1ccco1)N1CCN(Cc2nnc(-c3ccccc3F)o2)CC1
→ 0.6, -2, 0.7, -0.5, 1.5, 1, 6, -1.1, -0.3, 0.4, -6
[10] COc1ccc(Cl)cc1NC(=O)CNCc1cccs1
→ -1.3, -2, -0.5, -1.6, -1.0, 11, -7, -0.8, -1.7, 1.1, 15
[11] COc1ccc(N2CCN(c3ccc(NC(=O)NN)cc3)CC2)cc1
→ -1.1, -2, -0.5, 0.9, 0.0, -1, -5, -0.7, 0.3, 2.5, 0
[12] COc1cccc(-c2c(NC(=O)c3ccco3)oc3ccc(Cl)cc3c2=O)c1
→ -0.2, -2, 0.1, 0.1, -1.4, 1, -21, 3.5, 1.1, -0.1, -9
[13] C[C@@H]1CC[C@]2(C(=O)O[C@@H]3O[C@H](CO)[C@@H](O)[C@H](O)[C@H]3O)CC[C@]3(C)C(=CCC4[C@@]5(C)CC[C@H](O[C@@H]6OC[C@H](O)[C@H](O[C@@H]7O[C@H](CO)[C@@H](O)[C@H](O)[C@H]7O)[C@H]6O)C(C)(C)C5CC[C@]43C)C2[C@]1(C)O (some centres undefined)
→ -1.0, 0, 0.3, 0.1, 1.4, -8, 3, -1.7, -0.2, 1.9, 0
[14] O=C(NCc1ccco1)c1cnc2ccccn2c1=O
→ -0.3, 2, 0.4, -0.3, 5.1, -2, -26, 1.0, 0.2, 0.1, -4
[15] Cn1c(CN2CCCC2)nc2cc(NC(=O)Nc3ccccc3)ccc21
→ -1.4, 1, 2.1, -0.2, 9.6, -6, -9, 4.5, -1.8, 1.4, -2
[16] Cc1cccc2nc(Cn3c(=O)n(CCC(=O)NCc4ccco4)c(=O)c4sccc43)cc(=O)n12
→ -1.5, 0, -1.0, 1.2, -0.8, -1, 3, -1.4, 0.3, 1.2, 4
[17] Cc1ccc(S(=O)(=O)/N=C(\CN2CCOCC2)N2CCOCC2)cc1
→ -1.6, -5, -0.2, -0.4, 5.8, 4, 3, -0.9, 0.6, -3.0, 2
[18] CCc1cccc2c(C=C(C#N)C#N)cn(CC(=O)N3CCCCCC3)c12
→ -1.8, -2, 0.2, -0.7, 0.7, -1, 0, 3.1, -0.2, -1.0, 5
[19] CCOC(=O)C1CCN(C(=S)NC2CC3C=CC2C3)CC1 (centres undefined)
→ -0.7, -4, -0.6, ., -2.0, 9, -2, -1.2, -3.6, -1.0, -2
[20] CSc1nc2ccc(N3C(=O)C4CCCCC4C3=O)cc2s1 (centres undefined)
→ 0.4, 2, 0.4, 0.9, 1.5, -1, -3, 1.5, -1.3, 2.6, 7
[21] COc1ccccc1/C=C\C=N\NC(=O)CCn1nnc2ccccc21
→ -1.5, -1, -0.8, -1.1, -1.6, -4, -1, -1.0, -2.0, 4.1, 3
[22] CS(=O)(=O)c1ccc(Cl)c(NC(=O)c2cccc(Br)c2)c1
→ -1.1, -2, -1.0, -0.5, 1.4, 6, 0, 2.4, -0.7, 1.5, -5
[23] Cn1nnnc1Sc1ncnc2scc(-c3ccsc3)c12
→ -2.0, -3, -2.8, -4.2, -8.9, -4, -1, -3.4, -1.3, -9.2, -3
[24] Cc1ccc2c(c1)C1CN(C)CCC1N2C(=O)COc1ccc(N(C)C(=O)c2ccccc2)cc1 (centres undefined)
→ -1.7, 1, -0.6, -0.5, 0.4, -12, 1, -2.6, -0.2, 0.1, 2
[25] C[C@H](CCC(=O)OCc1cn(CC(=O)c2ccc(O)cc2)nn1)C1CC[C@H]2[C@@H]3CC[C@@H]4C[C@H](O)CC[C@]4(C)[C@H]3C[C@H](O)[C@]12C (some centres undefined)
→ -0.3, -4, 0.5, 1.1, -0.4, -81, 4, -0.7, -1.4, -1.2, 0
[26] Nc1nnnn1CC(=O)N/N=C/c1ccc(-c2cccc(Cl)c2)o1
→ -0.3, 1, -0.5, -0.2, -0.2, -2, -11, -1.3, 0.2, 1.0, -7
[27] CCCCCN(C(=O)NC(=O)Nc1ccc(C)cc1C)S(C)(=O)=O
→ -1.7, 1, -0.1, 2.9, -2.5, -3, -3, -0.6, -1.9, 0.7, 6
[28] O=S(=O)(c1ccc(Nc2ccc(-c3ccc4c(c3)OCCO4)nn2)cc1)N1CCCC1
→ -1.4, 5, 0.6, -1.8, 7.5, 9, -15, -2.5, 0.0, -0.6, 2
[29] COC(=O)Cc1ccc(NC(=O)c2ccc(C(C)(C)C)cc2)cc1
→ -3.5, -11, -4.2, -4.7, -16, -10, 0, -7.9, 1.4, -12, 1
[30] O=C(O)c1ccccc1NCCO
→ -1.7, -3, 0.2, 2.0, 2.1, -2, -102, -1.1, -1.7, 0.1, -3
[31] CCn1c(SCC(=O)N2CCCC2)nnc1-c1ccco1
→ -0.8, -3, -0.2, 0.3, -1.2, -3, -2, -0.2, -0.8, -0.4, -5
[32] CC1=C(C(=O)N(C)C)CC(CC(=O)NCCCCc2ccccc2)C(=O)N1Cc1ccc(C(C)(C)C)cc1 (centres undefined)
→ -1.2, -6, -0.2, -0.6, -5.6, -8, -2, -2.5, 2.3, 1.5, 5
[33] Cc1ccc(S(=O)(=O)N2CCCCC2)cc1NC(=O)CCNC(=O)c1ccc([N+](=O)[O-])cc1
→ -1.6, -2, -3.7, -0.2, -4.3, -8, -8, -2.1, -0.3, 4.5, -2
[34] Cc1ccc2[nH]c(=O)c(C(c3nnnn3C(C)(C)C)N(Cc3ccco3)CC3CCCO3)cc2c1 (centres undefined)
→ 0.0, 0, 1.0, 0.6, 2.3, 0, -58, -0.1, -0.4, -0.8, -2
[35] CN(C)c1nc2n(c(=O)n1)C(C#N)CS2 (centres undefined)
→ -1.5, -5, 0.6, 1.0, -1.2, 2, -1, -1.1, -0.8, -1.5, -3
[36] CCOC(=O)Cc1nc2ccccc2[nH]1
→ -1.1, -4, 0.1, 0.0, -2.6, -5, -271, -0.1, -0.8, -2.7, 3
[37] CCOc1ccc(N2C(=O)/C(=C/c3ccccc3)N=C2SC)cc1
→ -1.5, 2, 0.4, -0.8, 2.9, -4, -7, 0.0, 4.4, 2.0, -7
[38] C=CCSc1nnc(NC(=O)CCNC(=O)c2ccco2)s1
→ -1.1, -2, -0.2, 0.9, 2.6, 3, -7, 0.9, -2.2, -2.5, 0
[39] COC(=O)[C@]12CCCCC=C1N(Cc1cccc3ccccc13)C(=O)[C@H](CC(=O)N1CCN(C(=O)c3ccco3)CC1)C2
→ -1.1, -2, -0.5, ., -0.3, -9, 1, -1.5, 1.1, ., 2
[40] Cc1cc(C(O)c2ncc(-c3ccccc3F)[nH]2)ccc1F (centres undefined)
→ -0.5, -2, 1.6, ., 0.5, 5, 5, 0.8, -2.1, 3.3, -5
[41] COC(=O)c1ccc(CN2CCN(CCCc3ccccc3)C(CCO)C2)cc1 (centres undefined)
→ -1.3, -5, 0.1, -0.1, -1.7, -1, -8, -1.7, -2.3, -0.8, -4
[42] O=C(Nc1cccc(Cl)c1)N1CCOCC1
→ -1.3, 2, -0.1, -0.4, 0.4, 7, -7, -1.8, 0.6, -0.1, 2
[43] CC(C)(C)NS(=O)(=O)c1ccc(CCC(=O)NCc2ccccn2)cc1
→ -1.4, 0, -0.3, -1.0, -0.6, 3, -6, 2.8, -0.7, -0.3, 1
[44] CC(Sc1nnc(-c2ccc(C(C)(C)C)cc2)n1C)C(N)=O (centres undefined)
→ -0.6, 2, 0.0, -0.6, 1.5, -1, 2, 1.4, -0.1, 0.1, -2
[45] Cc1ccc(Sc2cc(C(=O)NCCN(C)C)c3ccccc3n2)cc1
→ -0.9, -2, 0.1, 0.2, -3.2, 0, -13, 1.1, -0.7, -1.1, 3
[46] CCCOc1ccc(C(CC(=O)O)NC(=O)C(c2ccccc2)c2ccccc2)cc1 (centres undefined)
→ -1.4, -1, 0.9, 0.2, -1.7, -12, -9, 1.5, -1.5, 0.4, -8
[47] COC(=O)c1ccc(N2CCN(C)CC2)c(NC(=O)c2sc3ccccc3c2Cl)c1
→ -1.3, 2, -0.4, -0.4, 2.4, -8, -9, 0.9, -2.9, -0.3, -6
[48] COc1cc(C(=O)N2CCN=C2c2ccccc2)cc(OC)c1OC
→ -0.4, 0, -0.3, 0.1, 2.1, 6, 3, -1.0, 1.2, 0.8, -5

From PubChem BioAssay
